RPL19A TOR yeast: modulators of TOR pathway RPL19A-GFP in S. cerevisiae | S. cerevisiae RPL19A-GFP strain, flow cytometry, 3 h; active compounds read low | percent response vs DMSO, % at 10 µM | actives 0.3% (n = 330,000) | AID 2025;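 active means percent response vs DMSO below 50%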;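 further: median channel GFP fluorescence of the barcoded RPL19A-GFP strain; ratio of sample median GFP to plate DMSO average so 100% = DMSO; lower means less RPL19A-GFP as with rapamycin TOR inhibition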
LAP4-GFP MLPCN: yeast TOR pathway LAP4-GFP modulation; actives 0.34% (n = 320,000); AID 2023; S. cerevisiae LAP4-GFP multiplex, flow cytometry GFP, 3 h; median GFP as percent of DMSO wells; GFP response vs DMSO, % at 10 µM;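 active means GFP response vs DMSO above a set limit, about the screen mean plus 3 SD, cut at about 150% in these data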
MEP2 TOR yeast: alters MEP2-GFP fluorescence in TOR pathway yeast screen | AID 2016 | actives 0.51% (n = 330,000) | GFP response vs DMSO, % at 10 µM | S. cerevisiae MEP2-GFP strain, flow cytometry GFP, 3 h; 100% = DMSO control level;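 active means GFP response versus DMSO above a set limit, roughly screen mean plus 3 SD, cut at about 180% in these data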;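 further: median GFP fluorescence of the barcode-gated MEP2-GFP cells per well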
AHR activator: human AHR activation. P35869. AHR-responsive luciferase reporter cells, luminescence. activation, % at 5 µM. actives 2.5% (n = 320,000). AID 2796; in the data active means activation above about 47%;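 further: 0% = vehicle wells and 100% = reference agonist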
Target sequence (P35869 whole entry, looked up): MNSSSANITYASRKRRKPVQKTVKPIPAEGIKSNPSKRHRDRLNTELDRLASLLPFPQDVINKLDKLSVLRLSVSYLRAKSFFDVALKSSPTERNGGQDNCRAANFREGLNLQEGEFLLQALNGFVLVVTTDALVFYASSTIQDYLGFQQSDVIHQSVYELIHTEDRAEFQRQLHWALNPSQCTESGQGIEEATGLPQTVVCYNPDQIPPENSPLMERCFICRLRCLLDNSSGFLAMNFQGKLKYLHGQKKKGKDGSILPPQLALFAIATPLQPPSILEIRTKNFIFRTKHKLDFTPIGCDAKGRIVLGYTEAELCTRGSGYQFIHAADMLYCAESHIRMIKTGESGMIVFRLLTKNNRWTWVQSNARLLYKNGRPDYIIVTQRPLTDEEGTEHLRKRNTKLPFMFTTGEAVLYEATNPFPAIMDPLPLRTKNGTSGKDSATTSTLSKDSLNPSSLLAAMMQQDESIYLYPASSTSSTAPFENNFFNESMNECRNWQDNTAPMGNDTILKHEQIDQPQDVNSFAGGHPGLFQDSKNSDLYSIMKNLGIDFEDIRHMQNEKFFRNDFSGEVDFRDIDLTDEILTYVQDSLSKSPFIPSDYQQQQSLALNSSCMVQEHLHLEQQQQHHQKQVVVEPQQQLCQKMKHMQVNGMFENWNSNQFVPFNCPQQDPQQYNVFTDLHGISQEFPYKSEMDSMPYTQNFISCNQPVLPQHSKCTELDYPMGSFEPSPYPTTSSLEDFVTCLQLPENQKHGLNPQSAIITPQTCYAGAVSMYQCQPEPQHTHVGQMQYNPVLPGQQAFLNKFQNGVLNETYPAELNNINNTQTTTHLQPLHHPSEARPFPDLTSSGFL
Yeast superoxide: caloric restriction mimetics inhibiting age-related superoxide in yeast | S. cerevisiae aged cells, superoxide DHE fluorescence; active compounds read low | AID 2690 | superoxide response (% of plate mean), % at 10 µM | actives 0.18% (n = 330,000);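 active means superoxide response under a set limit, about three screen SD below normal, cut at about 65% in these data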;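 further: yeast aged for seven days with compound at 30 °C before DHE staining; 100% = average MFI of all compound-treated wells on the plate with controls excluded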
AGP1-GFP MLPCN: modulators of TOR pathway AGP1-GFP in S. cerevisiae. S. cerevisiae AGP1-GFP multiplex flow cytometry, 3 h; GFP as percent of DMSO wells. GFP response vs DMSO, % at 10 µM. actives 0.02% (n = 320,000);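 active means GFP response relative to DMSO above a set limit, near screen average plus 3 SD, cut at about 150% in these data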;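 further: median GFP channel fluorescence of the gated AGP1 strain per well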
CIT2 TOR yeast: modulators of TOR pathway CIT2-GFP in S. cerevisiae; S. cerevisiae CIT2-GFP strain, flow cytometry, 3 h; 100 means same as DMSO wells; GFP response vs DMSO, % at 10 µM; actives 0.065% (n = 320,000);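 active means GFP response relative to DMSO above a set limit, near the screen mean plus 3 SD, cut at about 150% in these data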;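 further: ratio of well median GFP fluorescence to mean of DMSO wells on the plate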
Efflux pump mplx: blocks antifungal efflux pumps in multiplex yeast assay. S. cerevisiae Candida pump triplex, Nile Red efflux. inhibition, % at 10 µM. actives 0.44% (n = 330,000);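 active means plate passing quality check with inhibition over a set limit, or well fluorescence over plate mean plus 4 SD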;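 further: Nile Red retained in pooled yeast measured as flow cytometry median fluorescence; 0% = buffer negative control and 100% = Enniatin B positive control; higher means more Nile Red kept so more efflux inhibition; some compounds called inactive have numbers as strong as hits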
* marks the source's active call; other numbers are inactive results; . = no result given.

SMILES	RPL19A TOR yeast	LAP4-GFP MLPCN	MEP2 TOR yeast	AHR activator	Yeast superoxide	AGP1-GFP MLPCN	CIT2 TOR yeast	Efflux pump mplx
CCCCC/C=C\C/C=C\C/C=C\C/C=C\CCCC(=O)Nc1ccc(O)cc1	101.3	111.9	105.4	-3.3	94.6	104.8	100.3	0.0
CN1C2CCC1CC(OC(=O)CCN1CCCC1)C2 (stereo not drawn)	99.6	106.9	105.3	2.1	107.3	.	98.9	0.5*
CN1C(=O)C(C2c3ccccc3C(=O)N2Cc2ccc([N+](=O)[O-])cc2)C(=O)N(C)C1=O (stereo not drawn)	100.2	101.3	100.1	-0.2	105.8	106.3	106.8	-0.1
CCOc1ccc(Cc2c(O)[nH]c(=O)[nH]c2=O)cc1	104.4	101.6	109.3	-0.2	99.5	102.5	104.2	0.0
CC(C)Cc1nnc(NC(=O)CCC(=O)N2CCC3(CC2)OCCO3)s1	97.8	99.3	103.4	-1.6	112.0	101.3	96.1	0.2
COP(=O)(NS(=O)(=O)c1ccccc1)OC	102.7	91.5	98.2	4.5	106.0	98.7	100.8	0.0
c1ccc2c(CCNCc3ccc4c(c3)OCO4)c[nH]c2c1	97.3	93.5	104.3	4.8	103.0	97.6	93.1	0.0
COC(=O)C1=C(c2ccc(F)cc2F)C[C@@H]2CC[C@H]1N2C(=O)NCc1ccc(C(F)(F)F)cc1	97.6	100.8	101.5	3.0	125.2	99.7	99.8	0.2
CC(=O)N1CCN(CCN=Cc2c(O)n(-c3ccc(F)cc3)c(=S)[nH]c2=O)CC1	102.0	90.0	100.7	0.0	117.8	97.0	103.6	-0.2
C=C1N2CCC(CC2)C1(O)c1ccc(C)c(C)c1 (stereo not drawn)	98.2	101.3	98.5	2.5	108.9	103.8	89.6	0.2
CC(=O)OC1(c2ccccc2)CCN(C)C(C)C1C (stereo not drawn)	87.6	88.5	92.8	-1.0	106.4	88.2	85.7	0.1
c1cc2c(cc1CCNC1C3CC4CC(C3)CC1C4)OCO2 (stereo not drawn)	95.3	97.0	96.5	5.5	98.5	94.2	98.2	0.1
CCC(C)c1ccc(N2C(=O)NC(=O)/C(=C/c3cccn3CCOc3ccc(C)cc3)C2=O)cc1 (stereo not drawn)	106.3	94.7	132.5	2.6	126.8	32.1	88.6	0.8
CCc1cc(=O)[nH]c(SCCCF)n1	99.8	108.2	104.7	0.5	107.1	100.9	96.0	0.0
CCC(=O)N1CC(=O)Nc2ccc(Br)cc2C1c1ccccc1 (stereo not drawn)	105.2	103.4	102.3	2.2	112.2	103.5	100.6	0.0
C=C1[C@H]2CC[C@H]3[C@]4(C)C[C@H](O[C@H]5O[C@H](CO)[C@@H](OS(=O)(=O)O)[C@H](OS(=O)(=O)O)[C@H]5OC(=O)CC(C)C)C[C@@H](C(=O)O)[C@H]4CC[C@]3(C2)[C@H]1O	113.7	113.1	104.7	-4.8	109.5	92.7	86.8	-0.1
COc1cc(N2CCOCC2)ccc1/C=C1\C(=O)NC(=O)N(Cc2cccs2)C1=O	98.1	112.4	95.8	-0.8	86.4	108.2	102.0	-0.1
O=c1[nH]c(=O)n(Cc2ccco2)c(O)c1C=NCc1ccc2c(c1)OCO2	99.2	98.1	101.7	34.3	89.6	96.2	105.3	-0.5
O=C(O)C1C(C(=O)O)C2(Cl)C(Cl)=C(Cl)C1(Cl)C2(Cl)Cl (stereo not drawn)	95.0	100.9	93.5	-1.7	114.4	95.1	86.3	0.1
C/C(CCc1c[nH]c2ccccc12)=N\O	100.5	102.5	104.5	2.6	95.9	103.6	104.0	0.0
COC(=O)C1=C(c2cc3ccccc3s2)C[C@@H]2CC[C@H]1N2C(=O)N1CCOCC1	104.8	113.1	94.9	0.8	95.9	93.3	93.6	-0.1
COc1ccc(CNC(C)Cc2cccs2)cc1 (stereo not drawn)	107.9	95.4	110.0	-0.8	103.1	104.1	97.5	0.1
CC1=CC2/C=C(\C)CCC(O)C(O)/C=C/C(=O)C23C(=O)NC(CC(C)C)C3C1C (stereo not drawn)	99.1	110.1	113.1	-3.1	103.9	106.5	102.0	0.2
COc1ccc(CCn2c(O)c(C=Nc3ccc(F)cc3)c(=O)[nH]c2=O)cc1OC	102.9	105.9	100.7	2.0	103.6	111.8	106.1	0.1
Cc1oc(-c2ccccc2)nc1CN1C(=O)CN=C(c2ccccc2)c2ccccc21	100.3	102.5	97.7	5.8	104.9	100.5	95.9	0.2
CC(C)[C@@]1(NC(=O)[C@@H]2C[C@@H]3c4cccc5[nH]cc(c45)C[C@H]3N(C)C2)O[C@@]2(O)[C@@H]3CCCN3C(=O)[C@H](Cc3ccccc3)N2C1=O	96.2	125.7	94.2	25.4	87.5	90.2	90.3	0.0
CC(O)(CS(=O)(=O)c1ccccc1)C(=O)Nc1ccc(C(F)(F)F)cc1 (stereo not drawn)	99.1	102.5	111.9	0.3	94.6	113.4	98.6	-0.3
N#CC12CNCC1CN=N2 (stereo not drawn)	96.0	90.9	95.0	-1.5	109.6	95.0	104.1	0.0
CCC1(CC)C(=O)N(Cc2ccccc2)C(=O)N(Cc2ccccc2)C1=O	94.2	99.7	94.4	1.3	107.7	91.9	89.5	0.0
COc1ccc(CN2CCN(Cc3ccccc3OC)CC2)cc1	102.9	.	110.2	5.0	98.7	108.5	113.7	0.0
COC(=O)C1=C(c2ccc(OC(F)(F)F)cc2)C[C@@H]2CC[C@H]1N2C(=O)NC1CCCCC1	100.0	100.7	94.1	0.6	98.4	100.7	100.4	-0.2
CC1(C)C(c2ccccc2)=NC(c2cccnc2)N1O (stereo not drawn)	108.0	106.5	102.2	2.3	105.0	110.0	104.2	-0.2
COc1ccc(/C=C2/C(=O)NC(=S)N(C3CC3)C2=O)cc1CN1C(=O)c2ccccc2C1=O	102.2	94.6	102.9	5.3	99.5	100.4	97.7	0.1
CCn1ccnc1CN1CCCC(C(=O)c2cc(F)ccc2OC)C1 (stereo not drawn)	96.6	93.2	98.2	4.5	103.3	99.9	91.8	0.0
CCOC(=O)c1c(-n2c(C)cc(/C=C3\C(=O)NC(=O)N(C)C3=O)c2C)sc2c1CCCC2	92.5	97.7	101.3	-0.4	89.6	96.0	90.5	0.3
CC1(C)C[C@H]2C=C(C=O)[C@]3(C=O)C[C@]3(C)[C@H]2C1	61.0	149.4	121.7	-0.5	91.2	70.4	103.0	0.2
CC1(C)CC(=O)C=C(NCCN2CCN(C(=O)Cc3ccc(Cl)cc3)CC2)C1	103.1	96.4	101.9	0.8	113.2	103.1	104.1	0.1
CNP(=O)(Oc1ccccc1)OC12CC3CC(CC(C3)C1)C2 (stereo not drawn)	91.7	95.9	86.1	2.5	86.7	98.2	94.1	0.0
CCS(=O)(=O)NCc1nnc2n1-c1ccc(Cl)cc1C(c1ccccc1)=NC2	99.4	93.3	103.1	-1.1	97.7	98.2	102.6	0.1
O=C(COC(=O)Cc1ccccc1)NC12CC3CC(CC(C3)C1)C2	97.3	99.5	102.3	0.3	105.5	93.3	94.3	0.0
O=C(c1ccccc1)N1CCC2(CC1)OCCO2	98.1	106.6	102.0	1.3	89.5	99.6	97.0	0.2
CC1C(c2cccs2)=[N+]([O-])C(C)(C(=O)c2cccs2)N1O (stereo not drawn)	97.2	96.2	102.9	0.0	87.9	101.2	103.0	-0.3
Cc1ccc(OCC(=O)N2CCN(C)CC2)c(Br)c1	98.8	105.9	105.0	7.0	107.4	99.5	100.5	-0.1
CN(C)CC1CSCCC1(O)c1cccc(Cl)c1 (stereo not drawn)	98.3	100.7	98.8	4.6	107.8	97.1	85.3	-0.2
CCn1c(O)c(/C(C)=N/N2CCCCC2c2cccnc2)c(=O)[nH]c1=S (stereo not drawn)	94.9	93.1	109.6	2.8	105.5	97.0	83.3	0.3
Cc1ccc(N2C(=O)NC(=O)/C(=C\c3ccoc3)C2=O)cc1	96.9	99.9	101.6	1.5	92.2	105.3	103.7	-0.1
CN1C(=O)N(C)C(=O)C2(Cc3cc(N)ccc3N3CCN(c4ccccc4F)CC32)C1=O (stereo not drawn)	97.3	99.6	107.0	1.5	131.7	104.5	101.2	0.4
C=CCN1C(=O)NC(=O)/C(=C/c2c(CCN(C)C(=O)c3ccccc3)cc3c(c2OC)OCO3)C1=O	93.1	100.0	104.6	38.8	86.3	97.9	93.0	-0.3
C[C@]12CC[C@@H](O)C[C@@H]1CC[C@@H]1[C@@H]2CC[C@]2(C)[C@@H](O)CC[C@@H]12	97.7	123.7	93.7	-2.4	79.8	92.3	71.4	0.0
CN1CCN(c2ccc(C(F)(F)F)cc2N)CC1	97.0	101.3	96.3	2.1	92.7	95.4	88.7	0.0
CCn1c(C)cc(/C=C2\C(=O)NC(=O)N(c3ccccc3C)C2=O)c1C	103.2	91.3	105.2	0.9	90.5	101.7	105.6	0.1
COCCNC(=O)Cn1cc(C(=O)c2ccccc2F)c2ccccc21	109.5	96.1	107.4	2.6	106.7	104.8	108.7	0.0
CC(C(=O)c1ccc(Cl)cc1Cl)n1cncn1 (stereo not drawn)	101.1	110.5	143.8	-0.2	104.0	107.5	103.9	0.0
CCOC(=O)Cc1csc(NC(=O)c2c(O)c3ccccc3n(CCC(C)C)c2=O)n1	103.2	92.7	97.8	5.1	97.1	100.4	99.3	-0.1
Oc1ccccc1-[n+]1c(-c2ccccc2)cc(-c2ccccc2)cc1-c1ccccc1	101.0	104.5	97.3	6.5	106.2	87.9	84.9	0.1
CCC(C)N1C(=O)/C(=C/c2ccc3c(c2)CCN3CCCCl)C(=O)NC1=S (stereo not drawn)	95.9	110.8	96.0	6.4	97.6	99.2	80.4	0.0
CC(C)OC(=O)Cc1ccccc1	97.5	94.2	90.1	-0.8	109.9	98.6	90.5	0.1
COc1ccc2c(c1)c(C(=O)CN1CCC3(CC1)OCCO3)c(C)n2Cc1ccccc1	94.9	93.3	100.0	4.3	97.4	100.3	86.2	0.1
CCCn1ncc(CN2CCCC(C(=O)c3cccc(OC)c3)C2)c1C (stereo not drawn)	110.4	112.0	120.8	8.3	93.0	112.7	.	-0.2
CN(C)c1cc[n+](CC(O)C[n+]2ccc(N(C)C)cc2)cc1	102.6	111.2	94.9	-0.6	104.0	92.4	90.7	0.0
Additional entries follow.
SMILES	RPL19A TOR yeast	LAP4-GFP MLPCN	MEP2 TOR yeast	AHR activator	Yeast superoxide	AGP1-GFP MLPCN	CIT2 TOR yeast	Efflux pump mplx
Cc1occc1C(=O)N1CCC2(CC1)OCCO2	.	97.8	102.3	-2.0	118.5	99.6	102.2	1.4
Cc1cc(-c2ccccc2)cc(C)[n+]1Cc1ccccc1	100.4	125.7	89.3	-3.7	95.4	91.5	86.6	-0.1
O=C(N/N=C/c1c(O)n(C2CC2)c(=S)[nH]c1=O)c1ccccc1	99.6	97.9	107.4	6.1	103.4	102.2	110.6	-0.1
COc1cc2c(cc1OC)C(C)NCC2 (stereo not drawn)	102.4	110.3	107.1	0.2	101.4	91.1	82.0	-0.1
CC(C)Sc1nnc([C@@H](N)Cc2c[nH]c3ccccc23)o1	100.5	88.9	101.8	36.8	98.5	95.7	87.6	0.3
Cc1ccc(NP(=O)(Nc2ccc(C)cc2)Oc2ccccc2)cc1	98.8	101.3	91.0	0.8	102.6	106.0	95.5	0.0
Cc1cccc(NC(=S)N2CC3CC(C2)c2cccc(=O)n2C3)c1C (stereo not drawn)	93.8	97.6	96.4	-0.2	96.7	97.2	88.6	0.2
CC(C)[C@H](NC(=O)N1C[C@H]2C[C@@H](C1)c1cccc(=O)n1C2)C(=O)Nc1ccccc1F	99.8	99.9	103.0	-0.7	108.3	98.2	103.0	0.0
CC(=NCCN1CCCCC1)c1c(O)n(Cc2ccccc2)c(=O)[nH]c1=O	101.0	107.5	110.5	-2.8	101.2	105.9	115.4	-0.1

Screening results as filed in PubChem.

Only part of the results is shown (hit frequency here may not be typical).
